# Integrin act MD = activators of alpha7 integrin expression for muscular dystrophy; alpha7betagal myoblasts, beta-gal FDG fluorescence, 48 h; Potency, µM (doses to about 38.3 µM), inactives show at the top dose activation, most hits filed as activators; actives 0.064% (n = 350,000); AID 624291;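 also: potency is read from the fitted curve at half-maximal effect; 100% = response of the positive control SU9516; nearly all actives have a fitted effect of over 60% in size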
#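 Alpha7betagal+/- myoblasts (passage 13) were plated 16-24 hr, then exposed to compounds (1:260 dilution of DMSO stock) for 48 hours at 37C. After MPER lysis, β-galactosidase reporter activity was read as FDG fluorescence (ex 480/em 540) after 30 minutes.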
# TRPV1 ag = human TRPV1 agonism; Q8NER1; TRPV1-expressing cells, Fluo-8 calcium influx, agonist mode; activation, % at 8.33 µM; actives 0.19% (n = 320,000); in the data active = activation above about 80%; inconclusive = between about 30% and that limit; also: 0% is about no effect
#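 Cells expressing TRPV1 were dye-loaded with Fluo-8 and read kinetically: 10 s baseline, 3 min after compound (agonist portion), then 2 min after EC20 capsaicin (allosteric enhancer portion). Calcium-bound dye fluorescence at 480/520 nm.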
# KCNH2 WT inh = inhibitors of human wildtype KCNH2 potassium channel; U2OS, BacMam KCNH2, thallium flux FluxOr; hits give low values; AID 720551; activity change, % at 1.84 µM; actives 0.37% (n = 340,000); Q12809;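 active = maximum activity change below -70%; inconclusive = maximum activity change between -70% and -50%; inactive = maximum activity change above -50%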; also: % is scaled to controls: 0 for no effect and ±100 for the full control effect
#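 U2OS cells transduced with wild-type KCNH2 virus are loaded with FluxOr dye for 45 min, and thallium flux is measured in kinetic reads before and after stimulation buffer. Rate constants are normalized to DMSO controls.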
# Coupling enz = counter-screen for Giardia aldolase inhibitors: coupling enzyme system. AID 2472. coupling enzyme system counterscreen, AmpLite Red fluorescence. activity change, negative = inhibition, % at 58.2 µM, hits read low. actives 0.67% (n = 290,000); in the data active = activity change below about -30%; also: % is scaled to controls: 0 for no effect and ±100 for the full control effect
#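 Activity here indicates interference with the coupling reaction, not aldolase inhibition. Compounds at 57.5 uM final met coupling enzymes for 10 min at RT; substrate and AmpLite Red detection followed, with a 525/598 nm fluorescence read after 20 min.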
# GALK inh = blocks human galactokinase activity | Potency, µM (titrated, usually from 57.5 µM), inactives show at the top dose activity change, negative = inhibition, usual class: inhibitors | Purified GALK, Kinase-Glo residual ATP luminescence | AID 1868 | actives 0.007% (n = 270,000); also: potency is read from the fitted curve at half-maximal effect; % is scaled to controls: 0 for no effect and ±100 for the full control effect
#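 Kinase-Glo Plus luminescence measured ATP left after a 1 h room-temperature reaction. The reaction used 5 nM GALK, 100 uM galactose and 35 uM ATP at pH 8.0 (20 mM HEPES, 5 mM MgCl2, 60 mM NaCl, 1 mM DTT, 0.01% BSA).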
# AT treatment = potential ataxia-telangiectasia treatments restoring KAP-1 phosphorylation. […] A-T fibroblasts, KAP-1 phosphorylation AlphaLISA; neocarzinostatin DNA damage 30 min before lysis. Potency, µM (top dose mostly 57.5 µM), for the others: at the top dose activation, hits mostly activators. actives 0.19% (n = 320,000); also: potency is read from the fitted curve at half-maximal effect; % of control where 0% means no effect; nearly all actives have a fitted effect of over 45% in size
#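 ATM-like activity read as KAP-1 phosphorylation via AlphaLISA donor/acceptor antibody pairs after lysis and 6 hr at 25C. Cells were ATM-null patient fibroblasts ([…], hTERT), dosed 60 min, then exposed to the DSB inducer NCS for 30 min.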
# ASM inhibitor = inhibitors of human secretory acid sphingomyelinase | actives 0.006% (n = 340,000) | AID 504937 | Potency, µM (doses to about 57.5 µM), without a hit: at the highest dose activity change, negative = inhibition, usual class: inhibitors | P17405 | placental ASM, HMU-PC fluorogenic substrate, 60 min; also: potency is read from the fitted curve at half-maximal effect
#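 qHTS format. ASM enzyme prepared from human placenta hydrolyses the fluorogenic substrate HMU-PC0 (9 uM final) over 60 min at 37 °C after a 10 min compound preincubation.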
# CXXC DNA block = MLL CXXC-DNA interaction inhibition; MLL-CXXC / FITC-HOXA9 DNA fluorescence polarization; Potency, µM (titrated, usually from 115 µM), without a hit: top-dose activity change, negative = inhibition, actives largely listed as inhibitors; actives 0.037% (n = 290,000); AID 2662; active = well fitted inhibition curve with a large enough effect in the polarisation, with a control signal flat, not every such curve was filed as active; inconclusive = small, poorly fitted or top-dose-only effect, or effect the other way, or a change in a side signal; inactive = no such curve, though single readings can be large or run the other way; the % refers to the polarisation; also: potency is read from the fitted curve at half-maximal effect
#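 Purified MLL-CXXC (added from a 7 uM solution) was preincubated 5 min at ambient with pinned compounds in 50 mM Tris-HCl pH 7.5, 50 mM NaCl, 1 mM DTT, 0.05% BSA. Fluorescein-labeled HOX-A9 DNA (50 nM solution) followed, 30 min, then polarization read.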
# KCNH2 3.1 inh = blocks the human KCNH2 3.1 channel isoform. U2OS KCNH2 3.1, thallium flux FluxOr; hits give low values. activity change, % (tested at about 1.8 µM). actives 0.95% (n = 340,000);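 active = maximum activity change below -70%; inconclusive = maximum activity change from -70% to -50%; inactive = maximum activity change above -50%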;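 also: thallium influx rate constant from kinetic fluorescence after stimulation buffer; % is scaled to controls: 0 for no effect and ±100 for the full control effect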
#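 U2OS cells transduced with KCNH2 3.1 mutant virus (1.77 x 10^8 /mL, 4 h), plated overnight at 37 C, loaded 45 min with FluxOr dye plus Red40 quencher. Thallium flux rate constant from kinetic reads after stimulation buffer, normalised to controls.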
# MBNL1-CUG inh = blocks human MBNL1 binding to CUG repeat RNA; Q9NR56; TR-FRET MBNL1-His/biotin-(CUG)12 binding, 665/545 ratio; Potency, µM (doses to about 57.5 µM), for the others: at the highest dose activity change, negative = inhibition, actives largely listed as inhibitors; actives 0.036% (n = 280,000); active = well fitted inhibition curve with a large enough effect in the signal ratio, with a control signal flat, not every such curve was filed as active; inconclusive = small, poorly fitted or top-dose-only effect, or effect the other way, or a change in a side signal; inactive = no such curve, though single readings can be large or run the other way; the % refers to the signal ratio; also: potency is read from the fitted curve at half-maximal effect; % is scaled to controls: 0 for no effect and ±100 for the full control effect
#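 TR-FRET readout: Ex 340 nm, 665/545 nm emission ratio, normalized to buffer-only (basal) and MBNL1-(CUG)12 controls. Complex of MBNL1-His with Biotin-(CUG)12, compounds 92 nM–58 uM, incubated 60 min at room temperature.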
# * = called active by the depositor; i = inactive; u = inconclusive; x = not tested or not shown; [ ] = another dose, or the depositor's remark. Unless noted, calls follow the shape of the dose curve; as a rule, active = well fitted curve in the direction sought with a large enough effect; inconclusive = small, poorly fitted or top-dose-only effect, or another doubt; inactive = no such curve, though single readings can be large; an effect the other way counts as inactive or inconclusive.
SMILES,Integrin act MD,TRPV1 ag,KCNH2 WT inh,Coupling enz,GALK inh,AT treatment,ASM inhibitor,CXXC DNA block,KCNH2 3.1 inh,MBNL1-CUG inh
Nc1cc(Cl)ccc1C(=O)OCC(=O)NC1CCS(=O)(=O)C1 (stereo not given),9%,1,-11,2,3%,-1%,29%,-10%,-2,-4%
CSc1ccccc1NC(=O)COC(=O)Cc1ccsc1,1%,x,1,x,x,9%,3%,x,-97*,x
COc1ccc(OC)c(-c2cc(C(=O)Nc3cccc(Cl)c3)no2)c1,18%,-2,-3,1,-1%,5%,77%,0%,-10,9%
CCOC(=O)C(C)On1c(-n2nc(C)cc2C)nc2ccccc2c1=O (stereo not given),u,0,-3,0,2%,3%,0%,5%,-24,-3%
Cc1cc(C)c2ccc(C(=O)O)nc2c1O,-13%,-2,-10,1,3%,x,2%,-9%,4,12%
O=C(CCc1ccc(S(=O)(=O)N2CCOCC2)cc1)Nc1ccc(F)c(F)c1F,-17%,x,-2,x,x,-1%,-2%,x,4,x
O=C(C1CC(=O)N(c2ccc3c(c2)OCCO3)C1)N1CCCC(C(F)(F)F)C1 (stereo not given),1%,2,-6,x,x,0%,3%,x,-7,x
COc1cc(NC(=S)NCc2cccnc2)c(OC)cc1Cl,-12%,u,i,5,-2%,-1%,-1%,11%,-3,-4%
COc1ccccc1/C=N/NC(=O)c1ccc(N(C)S(=O)(=O)c2ccccc2)cc1,5%,1,x,-4,2%,-3%,1%,8%,-13,7%
O=S(=O)(NCCO)c1cccc2cccnc12,-2%,-2,-5,2,3%,15%,-4%,-1%,5,-10%
COc1ccc(C=Nc2cccnc2N)cc1,27%,1,-7,0,4%,0%,1%,0%,9,u
CCCN(CCC)CCCNC(=O)CC1Nc2ccccc2NC1=O (stereo not given),21%,-3,-10,2,0%,-2%,63%[activator],15%,8,23%
COc1ccc(-n2c(SCC(=O)Nc3cc(C)on3)nc3c(c2=O)SCC3)cc1OC,13%,-2,-8,x,-9%,1%,-1%,14%,x,18%
O=S(=O)(c1ccc(NC(=S)NCc2cccnc2)cc1)N1CCCCC1,0%,28,2,3,x,2%,0%,-2%,-11,-2%
Cc1ccc(CN(CC(=O)NC2CCCCC2)C(=O)c2csnn2)cc1,6%,u,-1,0,13%,-4%,-1%,-5%,6,-4%
O=C1CC[C@H](O)CCN1[C@H](CSc1ccc(Br)cc1)Cc1ccccc1,22%,18,1,x,x,-18%,-1%,x,9,x
CCn1c(SCC(=O)N2CCCc3ccccc32)nnc1-c1ccco1,-15%,-4,0,1,2%,11%,0%,-7%,6,0%
CC(=O)c1ccc(NC(=S)N2c3ccccc3CC2C)cc1 (stereo not given),u,-1,x,0,5%,0%,-2%,10%,46,-4%
CC(Oc1ccc2c3c(c(=O)oc2c1)CCC3)C(=O)NCc1ccccn1 (stereo not given),-16%,4,-27,x,-1%,23%,16%,6%,-7,6%
COc1ccc(C(=O)Oc2ccc(C(C)=O)cc2)c(OC)c1,7%,-1,-6,-2,0%,3%,0%,49%[activator],-5,-9%
COc1cccc(CNC(=O)CCC2CCCN(C3CCOCC3)C2)c1 (stereo not given),-20%,1,4,0,1%,-3%,3%,0%,9,17%
COc1ccc(NC(=S)NC(=NS(=O)(=O)c2ccc(Cl)cc2)c2ccccc2)cc1,-20%,x,1,x,x,-6%,-2%,x,-23,x
O=C1C2C3C=CC(C4CC34)C2C(=O)N1CCCCN1CCN(c2ccc(F)cc2)CC1 (stereo not given),-8%,x,12,x,x,x,-1%,x,-26,x
Cc1ccc(-n2c(C)c([N+](=O)[O-])c3ccc(O)c(CN(C)C)c32)cc1,9%,-2,-5,0,-4%,27%,-7%,3%,-5,u
O=C(Cn1cnc([N+](=O)[O-])n1)N/N=C/c1ccccc1O,-21%,-2,-5,2,-1%,-1%,0%,3%,-34,u
Cc1cc(C(=O)NN=Cc2c(C)[nH]c3ccccc23)c(C)o1,4%,x,16,x,x,1%,-1%,x,4,x
COc1ccc(-n2c(CN3CCN(c4ccccn4)CC3)nc3ccc([N+](=O)[O-])cc3c2=O)c(OC)c1,-34%,5,2,-3,0%,-1%,-4%,9%,-20,u
COc1ccc(C)cc1NC(=O)c1nn(C)c(C(=O)Nc2cc(C)ccc2OC)c1[N+](=O)[O-],2%,2,-3,0,-1%,-1%,-3%,-2%,15,-2%
CC(C)CN(C(=O)COC(=O)CSc1ccc(Br)cc1)C1CCS(=O)(=O)C1 (stereo not given),-1%,0,13,x,x,-8%,-1%,x,-8,x
COc1ccc(N(CC(=O)NC2CCCC2)C(=O)Cn2nnc(-c3ccc(C)o3)n2)cc1,-2%,1,-9,-1,-1%,-6%,6%,20%,-5,0%
O=[N+]([O-])c1ccc(-c2cn(-c3ccc(Cl)cc3)c(=S)[nH]2)cc1,-15%,-7,-10,-1,-1%,-1%,-1%,5%,-6,2%
O=[N+]([O-])c1ccc(S(=O)(=O)NCCc2ccncc2)cc1,12%,0,15,3,0%,7%,-2%,-2%,-2,u
O=C1OCC2=C1C(c1ccccc1)CC(=O)N2c1ccc(F)cc1 (stereo not given),0%,0,1,1,4%,-4%,2%,1%,3,x
CSc1nc(N(C)NC(=O)c2ccccc2)c2ccccc2n1,-4%,2,-10,3,1%,-9%,-3%,6%,3,-3%
O=C(O)c1ccc(CSCc2ccccc2F)o1,20%,0,19,20,3%,1%,10%,1%,0,-2%
O=C(c1ccc(CS(=O)c2ccccc2Cl)o1)N1CCOCC1 (stereo not given),-4%,1,-3,x,-4%,3%,6%,37%[activator],-3,-3%
CCOc1ccc(OCC(=O)OCc2cc(=O)n3cc(Br)ccc3n2)cc1,u,5,50,x,x,0%,-4%,x,-22,x
O=C(CCN1CCN(Cc2ccccc2)CC1)NNC(=O)Cc1ccc(Cl)c(Cl)c1,25%,2,8,-1,-1%,-4%,7%,4%,-40,-6%
Cc1nn(-c2ccccc2)c2nc(=O)n(-c3ccccc3)cc12,-53%[inhibitor],0,-31,0,2%,-4%,-1%,-4%,9,u
CS(=O)(=O)Nc1ccc(S(=O)(=O)Nc2nccs2)cc1,21%,0,-7,9,-1%,-1%,5%,-1%,0,3%

# An excerpt from above in order of their number in CXXC DNA block, high to low:
structure,Integrin act MD,TRPV1 ag,GALK inh,ASM inhibitor,CXXC DNA block
CSc1nc(N(C)NC(=O)c2ccccc2)c2ccccc2n1,-4%,2,1%,-3%,6%
O=[N+]([O-])c1ccc(-c2cn(-c3ccc(Cl)cc3)c(=S)[nH]2)cc1,-15%,-7,-1%,-1%,5%
Cc1nn(-c2ccccc2)c2nc(=O)n(-c3ccccc3)cc12,-53%[inhibitor],0,2%,-1%,-4%

# The main list resumes with the 4 entries that preceded the break.
SMILES,Integrin act MD,TRPV1 ag,KCNH2 WT inh,Coupling enz,GALK inh,AT treatment,ASM inhibitor,CXXC DNA block,KCNH2 3.1 inh,MBNL1-CUG inh
CCOc1ccc(OCC(=O)OCc2cc(=O)n3cc(Br)ccc3n2)cc1,u,5,50,x,x,0%,-4%,x,-22,x
O=C(CCN1CCN(Cc2ccccc2)CC1)NNC(=O)Cc1ccc(Cl)c(Cl)c1,25%,2,8,-1,-1%,-4%,7%,4%,-40,-6%
Cc1nn(-c2ccccc2)c2nc(=O)n(-c3ccccc3)cc12,-53%[inhibitor],0,-31,0,2%,-4%,-1%,-4%,9,u
CS(=O)(=O)Nc1ccc(S(=O)(=O)Nc2nccs2)cc1,21%,0,-7,9,-1%,-1%,5%,-1%,0,3%
CC(/C=C/c1ccccc1)=N\NC(=O)CSc1ccccn1,11%,1,-2,-6,1%,-1%,x,10%,-18,u
O=C(NCc1cccc(F)c1F)C1CCC(=O)N(C2CC2)C1 (stereo not given),16%,2,11,x,4%,3%,0%,-2%,16,0%
Cc1ccc(C(=O)C(C)OC(=O)CCN=C2NS(=O)(=O)c3ccccc32)cc1 (stereo not given),13%,3,-1,x,x,-4%,0%,x,37,x
C=CCOc1ccc(C2/C(=C(\O)c3ccc4c(c3)OCCO4)C(=O)C(=O)N2CCCN2CCOCC2)cc1 (stereo not given),3%,2,-2,0,-4%,-2%,-3%,9%,-2,22%

# Compound activity deposited in PubChem by National Center for Advancing Translational Sciences (NCATS).
